FBPA coupling cs: qHTS Assay for Inhibitors of Fructose-1,6-bisphosphate Aldolase from Giardia Lamblia: Coupling assay counterscreen | AID 2472, 2010 | activity change, negative = inhibition, % at 58.2 µM, hits read low | 290,000 compounds, 0.67% hits | coupling enzyme system counterscreen, AmpLite Red fluorescence; in the data active means activity change below about -30%; further: on the % scale 0 is the no-effect control and ±100 the full control effect
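Fluorescence at 525 nm excitation and 598 nm emission measured inhibition of the coupled detection system without aldolase. Compounds (at 57.5 uM final) were preincubated 10 min at room temperature with coupling enzyme reagent before a 20 min substrate/AmpLite Red step.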
Tb PFK inh: qHTS Assay to Find Inhibitors of T. brucei phosphofructokinase | ATP-dependent 6-phosphofructokinase (Trypanosoma brucei brucei), O15648 | T. brucei PFK, ADP-Glo luminescence | Potency, µM (highest dose often 57.5 µM), for inactives: at the highest dose activity, negative = inhibition, actives largely listed as inhibitors | 330,000 compounds, 0.17% hits | AID 485367, 2010;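 further: potency means the concentration at half of the fitted maximal effect; 0% = uninhibited 1x PFK enzyme wells and -100% = no-enzyme wells; nearly all actives have a fitted effect of over 60% in size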
Target sequence (O15648 whole entry, looked up): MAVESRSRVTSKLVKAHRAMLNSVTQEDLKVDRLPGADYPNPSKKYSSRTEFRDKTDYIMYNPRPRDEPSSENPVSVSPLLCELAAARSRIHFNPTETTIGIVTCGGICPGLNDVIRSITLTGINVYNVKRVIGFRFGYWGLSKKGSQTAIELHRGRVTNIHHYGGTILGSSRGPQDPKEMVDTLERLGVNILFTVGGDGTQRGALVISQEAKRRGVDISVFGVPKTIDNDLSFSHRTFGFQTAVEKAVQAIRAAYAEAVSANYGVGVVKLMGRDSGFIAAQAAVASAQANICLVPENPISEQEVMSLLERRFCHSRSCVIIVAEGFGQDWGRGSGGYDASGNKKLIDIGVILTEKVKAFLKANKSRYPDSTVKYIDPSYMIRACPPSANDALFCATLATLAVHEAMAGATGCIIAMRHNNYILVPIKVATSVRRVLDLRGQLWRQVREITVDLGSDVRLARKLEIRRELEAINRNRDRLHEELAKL
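In TEA buffer at pH 8.0 with 5 mM MgCl2, enzyme (1.25 nM) converted F6P (0.5 mM) and ATP (0.1 mM) for 45 min at room temperature. ADP product was read by luciferase luminescence.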
KCNH2 3.1 inh: qHTS for Inhibitors of KCHN2 3.1: Mutant qHTS; 340,000 compounds, 0.95% hits; Potassium voltage-gated channel subfamily H member 2, brain isoform KCNH2 3.1 (human); U2OS KCNH2 3.1, thallium flux FluxOr; active compounds read low; activity change, % (tested at about 1.8 µM);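 active means maximum activity change below -70%; inconclusive means maximum activity change from -70% to -50%; inactive means maximum activity change above -50%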;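 further: thallium influx rate constant from kinetic fluorescence after stimulation buffer; on the % scale 0 is the no-effect control and ±100 the full control effect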
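Virally transduced U2OS (3.1 isoform, 4 h infection in dark at RT) → overnight 37 C → FluxOr + Red40 in HBSS/HEPES, 45 min → stimulation buffer, 2 min kinetic read → rate constant vs DMSO controls.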
Rab9 prom act: qHTS Assay for Rab9 Promoter Activators; Huh7 Rab9 promoter-luciferase reporter, luminescence, 24 h; Potency, µM (top dose mostly 9.22 µM), without a hit: at the top dose activation, negative = inhibition, hits mostly activators; 320,000 compounds, 2.8% hits; AID 485297, 2010; further: potency means the concentration at half of the fitted maximal effect; % of control where 0% means no effect; nearly all actives have a fitted effect of over 60% in size
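Luciferase signal after 10 min detection reagent at ambient indicates Rab9 promoter upregulation; stably transfected Huh7 cells were treated 24 h with compound in DMSO at 37 °C, 5% CO2.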
uPA surface inh: qHTS for Inhibitors of Cell Surface uPA Generation. 330,000 compounds, 0.31% hits. AID 540303, 2011. Potency, µM (titrated, usually from 38.3 µM), for inactives: at the highest dose activity change, negative = inhibition, actives largely listed as inhibitors. cell surface uPA generation assay, qHTS; active means well fitted inhibition curve with a large enough effect; inconclusive means small, poorly fitted or top-dose-only effect; inactive means no such curve, though single readings can be large or run the other way; tested in mouse RAW 264.7 cells; further: potency means the concentration at half of the fitted maximal effect; on the % scale 0 is the no-effect control and ±100 the full control effect; nearly all actives have a fitted effect of over 55% in size
ELG1 genotox: qHTS screen for small molecules that induce genotoxicity in human embryonic kidney (HEK293T) cells expressing luciferase-tagged ELG1. HEK293T ELG1-luciferase reporter, luminescence, 16 h. Potency, µM (highest dose often 46 µM), inactives show at the top dose activity change, positive = activation, most hits filed as activators. 330,000 compounds, 1.3% hits. AID 504466, 2011; further: potency means the concentration at half of the fitted maximal effect; % of control where 0% means no effect; nearly all actives have a fitted effect of over 60% in size
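HEK293T cells expressing luciferase-tagged ELG1 were treated with compound or DMSO for 16 hr at 37°C. Luciferase activity was then read after 30 min with ONE-Glo at room temperature; rising signal flags genetic stress.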
Gal4-VP16 FLuc: VP16 counterscreen qHTS for inhibitors of ROR gamma transcriptional activity | 310,000 compounds, 3.5% hits | Potency, µM (doses to about 53.6 µM), for the others: top-dose activity, negative = inhibition, most hits filed as inhibitors | Drosophila S2 Gal4-VP16 UAS-luciferase, luminescence, 20 h;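 further: Gal4-VP16 expression switched on by copper sulfate through the metallothionein promoter; potency means the concentration at half of the fitted maximal effect; on the % scale 0 is the no-effect control and ±100 the full control effect; nearly all actives have a fitted effect of over 50% in size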
FLuc modulator: qHTS profiling assay for firefly luciferase inhibitor/activator using purifed enzyme and Km concentrations of substrates (counterscreen for miR-21 project). Luciferin 4-monooxygenase (Photinus pyralis), P08659. purified FLuc, Km substrates, luminescence inhibition. Potency, µM (doses to about 57.5 µM), inactives show at the top dose activity change, negative = inhibition, actives largely listed as inhibitors. 360,000 compounds, 6.9% hits;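 further: potency means the concentration at half of the fitted maximal effect; plate controls were vehicle for no effect and reference inhibitor for full effect; nearly all actives have a fitted effect of over 55% in size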
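Purified P. pyralis luciferase, 10 nM final, with Km-level 10 uM D-luciferin and 10 uM ATP in 50 mM Tris acetate pH 7.5, 10 mM Mg acetate, 0.01% Tween-20, 0.05% BSA; 6-point qHTS titration about 60 µM downward; luminescence read.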
Giardia kill: Small Molecules that selectively kill Giardia lamblia: qHTS; 340,000 compounds, 0.15% hits; Giardia lamblia trophozoite viability; AID 540267, 2011; activity change, % at 7.66 µM, hits read low; in the data active means activity change below about -80%; inconclusive means between about -30% and that limit;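 further: parasites exposed to compound for two days anaerobically before the ATP read; on the % scale 0 is the no-effect control and ±100 the full control effect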
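Each well holds 100 Giardia trophozoites and compound. After two days (48 hrs) at 37 deg C in anaerobic conditions, ATP is quantified by luminescence.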
RORgamma inh: qHTS for inhibitors of ROR gamma transcriptional activity; Drosophila S2 Gal4-RORgamma UAS-luciferase reporter, 20 h; Potency, µM (titrated, usually from 53.6 µM), inactives show at the top dose activity change, negative = inhibition, most hits filed as inhibitors; 310,000 compounds, 5.4% hits; AID 2551, 2010; further: potency means the concentration at half of the fitted maximal effect; on the % scale 0 is the no-effect control and ±100 the full control effect; nearly all actives have a fitted effect of over 60% in size
Target sequence (P51450 whole entry, looked up, the tested form may be a part): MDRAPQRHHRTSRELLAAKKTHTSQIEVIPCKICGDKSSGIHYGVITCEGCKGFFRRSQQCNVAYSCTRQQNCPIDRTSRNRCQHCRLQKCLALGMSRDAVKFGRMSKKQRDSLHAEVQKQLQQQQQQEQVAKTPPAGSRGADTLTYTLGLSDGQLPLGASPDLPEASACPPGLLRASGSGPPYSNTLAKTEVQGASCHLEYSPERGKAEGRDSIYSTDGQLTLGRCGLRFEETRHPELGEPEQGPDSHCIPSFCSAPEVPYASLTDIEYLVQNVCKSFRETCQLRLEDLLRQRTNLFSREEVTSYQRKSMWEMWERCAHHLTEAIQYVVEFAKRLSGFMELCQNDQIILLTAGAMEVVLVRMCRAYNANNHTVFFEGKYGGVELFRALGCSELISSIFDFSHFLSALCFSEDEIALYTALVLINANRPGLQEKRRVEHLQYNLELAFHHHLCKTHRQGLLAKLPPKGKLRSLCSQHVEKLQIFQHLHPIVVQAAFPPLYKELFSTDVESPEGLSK
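Luciferase reporter read in Schneider cells carrying Gal4-RORγ (mouse) and UAS-Photinus luciferase; cells given compound 1 h before 700 uM copper sulfate induction, then incubated 20 h at ambient temperature.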
NPC1 prom act: qHTS Assay for NPC1 Promoter Activators; 320,000 compounds, 2.4% hits; Potency, µM (top dose mostly 9.22 µM), for the others: at the highest dose activation, most hits filed as activators; Huh7 NPC1 promoter luciferase reporter, 24 h;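 further: potency means the concentration at half of the fitted maximal effect; % of control where 0% means no effect; nearly all actives have a fitted effect of over 60% in size; reporter is driven by a mutant NPC1 promoter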
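Huh7 reporter cells (NPC1 promoter driving luciferase) are dosed with compound for 24 h at 37 °C, 5% CO2; luciferase detection reagent is then added and luminescence measured after 10 min at ambient temperature.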
* hit, by the source's call; ? = inconclusive; · = no result given; & = joins results of further samples; [ ] = another dose, or the depositor's remark. Unless noted, the call rests on the fitted dose curve; in most records, active means well fitted curve in the direction sought with a large enough effect; inconclusive means small, poorly fitted or top-dose-only effect, or another doubt; inactive means no such curve, though single readings can be large; an effect the other way counts as inactive or inconclusive.

cpd	structure	FBPA coupling cs	Tb PFK inh	KCNH2 3.1 inh	Rab9 prom act	uPA surface inh	ELG1 genotox
1	CCCN1CCC(NC23CC4CC(CC(C4)C2)C3)CC1	6	0%	·	-1%	·	-6%
2	O=C(NC(O)C(=O)c1cccs1)c1cccnc1 (stereo not given)	3	-4%	2	1%	3%	-6%
3	Cc1cc(C)n2nc(C(=O)OCC(=O)Nc3ccc(C)c(S(=O)(=O)N4CCOCC4)c3)nc2n1	·	-4%	-9	·	-1%	4%
4	CNS(=O)(=O)c1ccc(NC(=O)c2nc3nc(C)cc(C(F)F)n3n2)cc1	1	-6%	·	9%	·	3%
5	CC(=O)Nc1ccc(S(=O)(=O)NC2=C(N3CCN(c4ccc(F)cc4)CC3)C(=O)c3ccccc3C2=O)cc1	-56*	-1%	15	-33%[inhibitor]	-7%	-39%[inhibitor]
6	O=c1c(-c2ccccc2)c(O)nc2ccccn12	-2	-1%	-2	-5%	8%	2%
7	O=C(Nc1ccc(F)cc1)OCCOc1ccc([N+](=O)[O-])cc1	-1	12%	-14	-2%	6%	1%
8	CC(NC(=O)Nc1ccc2c(c1)OCO2)C1CCCO1 (stereo not given)	1	-21%	-6	?	1%	13%
9	COc1ccc(N2C(=O)c3ccccc3NC2(C)C)cc1	0	1%	8	?	-6%	-2%
10	O=C(c1ccccc1)c1cnc(-c2ccccc2)s1	4	-3%	15	0.32µM*	3%	2.1µM*

cpd	Gal4-VP16 FLuc	FLuc modulator	Giardia kill	RORgamma inh	NPC1 prom act
1	0%	1%	·	-5%	-2%
2	-1%	0%	-5	?	-1%
3	·	·	20	·	·
4	-4%	2%&1%	·	-9%	1%
5	-10%	-10%	12	-40%	-21%
6	5%	0%	23	-6%	-3%
7	-5%	-1%	-5	?	-2%
8	7%	17µM*	-11	?	?
9	1%[10 µM]	-2%	-24	0%	?
10	-26%	1.2µM*	7	-17%	0.5µM*

Next part
cpd	structure	FBPA coupling cs	Tb PFK inh	KCNH2 3.1 inh	Rab9 prom act	uPA surface inh	ELG1 genotox
11	C=CCSc1nnc(NC(=O)CSCc2c(C)noc2C)s1	·	0%	-25	·	-5%	2%
12	Cn1cc2ccc(N)cc2n1	-25	-9%	11	-5%	-2%	-2%
13	CNC(=S)Nc1ccc2nc(C)c(C)nc2c1	6	-1%	8	6%	-1%	1%
14	N#CC1(NC(=O)COc2cccnc2[N+](=O)[O-])CCCCC1	·	-2%	6	-8%	9%	2%
15	CCN(CC(=O)Nc1ccc(OC)c(OC)c1)S(=O)(=O)c1ccc(C)cc1	2	-2%	3	-3%	0%	-5%
16	O=C(CN1CCN(c2ccccn2)CC1)NC(=O)NC1CCCCC1	0	-5%	12	-7%	-3%	-5%
17	COc1cccc(C(=O)N2CCN(CCCc3ccccc3)CC2)c1OC	5	5%	-16	-6%	-4%	-4%
18	CC(Sc1cccc[n+]1[O-])c1ccccc1 (stereo not given)	-4	-21%	-8	-2%	-3%	1%
19	O=S(=O)(c1ccc(F)cc1)N1CCC(N2CCCCCC2)CC1	0	0%	7	4%	0%	0%
20	CCOc1ccc(NC(=O)N2CC(C)OC(C)C2)cc1 (stereo not given)	1	3%	5	-10%	4%	2%

cpd	Gal4-VP16 FLuc	FLuc modulator	Giardia kill	RORgamma inh	NPC1 prom act
11	·	·	-5	·	·
12	-7%	-16%	-12	-23%	1%
13	-6%	4%	3	24%	-8%
14	·	3%	1	·	-2%
15	-8%[0.365 µM]	-9%	7	1%	-2%
16	12%	1%	9	-3%	-7%
17	-1%	4%	20	8%	0%
18	-2%	-4%	3	-25%	-1%
19	2%	2%	16	-6%	-7%
20	-4%	-2%	26	-5%	-3%

Random excerpt: two compounds from above.
cpd	structure	FBPA coupling cs	Tb PFK inh	KCNH2 3.1 inh	Rab9 prom act	uPA surface inh	ELG1 genotox
14	N#CC1(NC(=O)COc2cccnc2[N+](=O)[O-])CCCCC1	·	-2%	6	-8%	9%	2%
6	O=c1c(-c2ccccc2)c(O)nc2ccccn12	-2	-1%	-2	-5%	8%	2%

cpd	Gal4-VP16 FLuc	FLuc modulator	Giardia kill	RORgamma inh	NPC1 prom act
14	·	3%	1	·	-2%
6	5%	0%	23	-6%	-3%

(further entries)
cpd	structure	FBPA coupling cs	Tb PFK inh	KCNH2 3.1 inh	Rab9 prom act	uPA surface inh	ELG1 genotox
21	CCc1cccc(CC)c1NC(=S)N(CCN(C)C)C(C)c1cccnc1 (stereo not given)	0	0%	6	-2%	-11%	12%
22	Cc1ccc(-c2nc(C#N)c(N3CCC(C(N)=O)CC3)o2)cc1	0	0%	-2	-3%	1%	3%
23	Cc1ccccc1OCCC(=O)Nc1c(C)n(C)n(-c2ccccc2)c1=O	-3	-7%	20	0%	7%	0%
24	CCOC(=O)c1ccc(Nc2sc(C(=O)c3cccc([N+](=O)[O-])c3)c(N)c2C#N)cc1	3	1%	2	-31%[inhibitor]	4%	4%
25	CS(=O)(=O)c1ccc(C(=O)NC2CCCc3ccccc32)cc1 (stereo not given)	-4	1%	-4	-1%	·	-2%
26	Cc1[nH]c2ccc(C(=O)OCC(=O)Nc3cccc(S(N)(=O)=O)c3)cc2c1C	·	-3%	6	18%	13%	4%
27	COc1ccc(-c2nnc(SCC(=O)NCc3ccco3)o2)cc1	4	0%	-2	-3%	-5%	?
28	CCN(CC(=O)NC1CC1)S(=O)(=O)c1ccc(OC)cc1	·	1%	13	0%	3%	-2%
29	CC(C)NC(=O)CSc1nc2sccc2c(=O)n1-c1ccccc1	1	5%	-2	0%	5%	-2%
30	O=C(CSc1nnc(Nc2ccccc2)s1)Nc1ccc(S(=O)(=O)N2CCOCC2)cc1	0	-1%	-11	2%	-21%	-4%

cpd	Gal4-VP16 FLuc	FLuc modulator	Giardia kill	RORgamma inh	NPC1 prom act
21	1%[10 µM]	-2%	-4	-19%	-4%
22	-4%	?	5	-15%	1%
23	-2%	-1%	5	1%	-4%
24	-18%	-2%	14	-9%	-28%
25	7%	-2%	2	19%	1%
26	·	17µM*	-19	·	-2%
27	?	?	11	0.56µM*	-1%
28	5%	1%	8	-3%	-1%
29	3%	-2%	10	33%	-4%
30	?	11µM*	6	-37%	0%

Values by screen from above:
Nos. 25–28 in ELG1 genotox: -2%, 4%, ?, -2%
Nos. 25–28 in Gal4-VP16 FLuc: 7%, ·, ?, 5%

(cont.)
cpd	structure	FBPA coupling cs	Tb PFK inh	KCNH2 3.1 inh	Rab9 prom act	uPA surface inh	ELG1 genotox
31	COC(=O)c1ccccc1N=C(SC)N(C)C	-4	-5%	24	-5%	-1%	0%
32	O=C(Cn1cnc2ccccc2c1=O)N/N=C/c1ccc(Br)cc1	0	-13%	0	1%	-3%	-1%
33	S=C(NCCc1ccccc1)N/N=C/c1ccc(Cl)cc1	-2	-3%	-43	0%	-2%	-1%
34	Cc1cc(N2CC(C)OC(C)C2)n2cc(-c3ccccc3)nc2n1 (stereo not given)	2	-4%	3	-1%	-5%	0%
35	COc1cc(OC)cc(-c2nn[nH]n2)c1	0	0%	-3	-6%	6%	-3%
36	CO/N=C/C(=N\Nc1ccc(OC)cc1)C(=O)c1ccc(OC)cc1	0	2%	-3	-6%	-3%	-1%
37	COc1ccc(CCNC(=O)C2CC(c3ccccc3C(F)(F)F)=NO2)cc1 (stereo not given)	2	0%	-6	-7%	9%	-4%

cpd	Gal4-VP16 FLuc	FLuc modulator	Giardia kill	RORgamma inh	NPC1 prom act
31	7%	-2%	-1	-11%	3%
32	-7%	1%	-28	-16%	-1%
33	?	-17%	40[activator]	?	-3%
34	-7%	?	?	-8%	-3%
35	-3%	2%	9	-34%	-1%
36	-4%	4%	-5	-2%	-3%
37	-4%	3%	-5	16%	0%
